CHOP UPR activ – activators of apoptotic arm of unfolded protein response (CHOP) | CHO-CHOP luciferase reporter, UPR activation, luminescence; percent of tunicamycin response over DMSO baseline | activation, % at 10 µM | 0.34% of 330,000 active;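 active = at 10 µM dose, activation of 40% or more, normalized to positive control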;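 also: 100% = tunicamycin at 10 µg/mL and 0% = DMSO alone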
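Dosing – one dose, 10 µM in 0.5% DMSO · System – CHO-CHOP cells, stable luciferase reporter of PERK-eIF2a-CHOP signalling · Input – 500 cells/well · Control set – tunicamycin 10 µg/mL final as positive, DMSO-only wells as negative · Timing – 6 h compound treatment, 37 °C · Measure – % activation vs tunicamycin · Technique – luminescence read with Steady-Glo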
CXCR6 inh – CXCR6 (human) receptor inhibition; O00574; CHO-K1 PathHunter CXCR6 beta-arrestin, luminescence; inhibition, % at 20 µM; 0.36% of 360,000 active; in the data active = inhibition above about 34%, passing the limit was not always enough;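 also: antagonist mode with CXCL16 agonist at 10 nM final; 0% = 10 nM CXCL16 with DMSO and 100% = unstimulated wells without agonist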
tim23-1 inh – inhibits growth of tim23-1 mutant yeast; 1.3% of 330,000 active; inhibition, % at 20 µM; S. cerevisiae tim23-1 growth, BacTiter-Glo luminescence, 24 h;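 active = growth inhibition of the mutant yeast at or above 50%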;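 also: temperature-sensitive mutant grown at 25 °C; plate controls were DMSO-treated mutant yeast for no effect and medium wells lacking yeast for full effect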
APJ agonist – agonists of human APJ apelin receptor; P35414; CHO-K1 APJ PathHunter beta-arrestin, luminescence; 0% DMSO wells, 100% apelin; activation, % at 20 µM; 0.11% of 330,000 active;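 active = activation more than six SD over the plate average, tested at 20 µM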;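 also: 0% = DMSO alone and 100% = apelin-13 at 10 nM; some results filed as inactive read as strong as hits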
Target sequence (P35414 whole entry, looked up): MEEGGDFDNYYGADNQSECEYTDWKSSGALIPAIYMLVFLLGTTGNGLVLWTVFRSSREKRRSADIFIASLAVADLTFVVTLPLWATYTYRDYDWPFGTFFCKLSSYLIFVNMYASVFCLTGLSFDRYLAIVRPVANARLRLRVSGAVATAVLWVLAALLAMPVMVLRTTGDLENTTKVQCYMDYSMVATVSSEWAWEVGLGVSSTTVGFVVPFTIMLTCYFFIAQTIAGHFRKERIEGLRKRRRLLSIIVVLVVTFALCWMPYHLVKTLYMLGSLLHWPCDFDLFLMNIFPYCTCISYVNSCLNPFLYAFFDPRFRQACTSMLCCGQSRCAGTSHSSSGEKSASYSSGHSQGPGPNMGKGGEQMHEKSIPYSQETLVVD
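Assay system – PathHunter CHO-K1 APJ (AGTRL-1) beta-arrestin reporter cells · Compound – one dose, 20 µM compound, 1% DMSO · Timing – compound 90 min 25 °C, reagent 1 h · Measured by – luminescence from split beta-galactosidase complementation, Galacton Star/Emerald II substrate · Measure – beta-arrestin recruitment to APJ as agonist activity, luminescent signal · Benchmarks – DMSO vs Apelin-13 10 nM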
CCR6 antagonist – CCR6 (human) receptor antagonism; 0.49% of 340,000 active; inhibition, % at 20 µM; P51684; CHO-K1 CCR6 PathHunter beta-arrestin, luminescence, CCL20-stimulated;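 active = compounds whose inhibition of the agonist-driven luminescence signal at 20 µM reaches about 50%, limit read from the data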;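 also: cells stimulated with CCL20 at 14 nM final; plate controls were DMSO with CCL20 for no effect and DMSO without agonist for full effect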
APJ antag – blocks the human apelin receptor APJ; 0.32% of 330,000 active; P35414; inhibition, % at 20 µM; CHO-K1 APJ beta-arrestin complementation, luminescence; AID 2521;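 active = inhibition above about 40% at 20 µM, limit read from the data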;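 also: cells challenged with 10 nM apelin-13 agonist together with compound; plate controls were apelin-13 plus DMSO wells for no effect and DMSO wells lacking apelin-13 for full effect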
XBP1 UPR activ – activators of adaptive arm of unfolded protein response (XBP1); activation, % at 20 µM; CHO-XBP1 luciferase reporter, IRE1-XBP1 UPR activation, luminescence; percent of tunicamycin response, DMSO as zero; 0.33% of 330,000 active;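 active = versus positive control, 20 µM dose yields 30% or more activation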;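 also: 100% = tunicamycin at 10 µg/mL and 0% = DMSO only wells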
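Material – CHO cell line with stable XBP1 luciferase reporter · Buffer or medium – F12 plus 10% FBS · Compound – single point, 20 µM final compound, 1% DMSO · Schedule – 16-18 h cell attachment at 37 °C, then 6 h compound exposure · Signal – Steady-Glo luminescence read · Benchmarks – high control tunicamycin 10 µg/mL final, low control DMSO vehicle only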
EBI2 antag – blocks human EBI2 receptor beta-arrestin signaling; EBI2 beta-arrestin recruitment, luminescence, 7a,25-OHC stimulated; inhibition, % at 5 µM; 0.81% of 360,000 active; AID 651636; in the data active = inhibition above about 38%;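 also: enzyme fragment complementation signal reports receptor beta-arrestin coupling in cells; 0% = agonist plus DMSO wells and 100% = wells without agonist; some results beyond the cut were filed as inactive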
Target sequence (P32249 whole entry, looked up, the tested form may be a part): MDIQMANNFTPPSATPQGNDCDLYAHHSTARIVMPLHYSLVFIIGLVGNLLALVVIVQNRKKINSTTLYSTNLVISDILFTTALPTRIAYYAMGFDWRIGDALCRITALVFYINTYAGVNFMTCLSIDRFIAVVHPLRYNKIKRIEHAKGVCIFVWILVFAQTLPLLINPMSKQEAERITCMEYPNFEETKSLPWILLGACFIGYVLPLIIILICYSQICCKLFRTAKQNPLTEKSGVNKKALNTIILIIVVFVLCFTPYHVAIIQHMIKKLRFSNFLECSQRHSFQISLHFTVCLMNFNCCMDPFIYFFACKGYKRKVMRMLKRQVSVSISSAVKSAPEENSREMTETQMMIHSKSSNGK
Mdm2 MdmX PPI – disrupts the human Mdm2-MdmX interaction; O15151+Q00987; SaOS-2 split-luciferase Mdm2/MdmX complementation, luminescence; inhibition, % at 8 µM; 3% of 330,000 active; AID 485346;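 active = inhibition of at least 50% at 8 µM in the primary screen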
Numbers without * were called inactive; . = not tested or not shown. A portion of the library; rates above refer to the full screens.

molecule	CHOP UPR activ	CXCR6 inh	tim23-1 inh	APJ agonist	CCR6 antagonist	APJ antag	XBP1 UPR activ	EBI2 antag	Mdm2 MdmX PPI
N=C1C(c2nc(-c3cccc([N+](=O)[O-])c3)cs2)=C(O)CN1NC(=O)c1ccco1	-1.2	-8	8	0	13	2	-2	5	7
O=C(NC1CCCCC1)C1CC(=O)N(Cc2ccccc2)C1 (stereo unspecified)	-1.5	-1	6	2	7	-8	1	-3	8
COc1ccc(S(=O)(=O)N2CCN(c3ccccn3)CC2)cc1[N+](=O)[O-]	0.4	7	21	-4	14	-15	0	-10	0
CCOC(=O)c1ccc(Oc2nc(OC)cc(OC)n2)cc1	1.2	-8	-3	-3	0	1	0	-9	0
COC(=O)c1cc(Br)c(=O)n(CCc2ccc(O)cc2)c1	0.2	-2	12	-3	5	24	-4	-1	11
CCOC(=O)C1(C)NC(c2ccc(N(C)C)cc2)C2C(=O)N(c3ccc(OC)cc3)C(=O)C21 (stereo unspecified)	1.7	-6	15	0	5	-5	-2	-10	-23
Cc1ccccc1NC(=O)CCN1CCN(C/C=C/c2ccccc2)CC1	0.6	-3	-6	0	-11	5	0	14	16
CS(=O)(=O)N1CCN(C(=O)COc2ccccc2)CC1	2.1	0	-15	-3	-7	-4	5	-3	-6
COc1cc(OC)c(NS(=O)(=O)c2cc(C(=O)OCC(=O)NCC3CCCO3)ccc2OC)cc1Cl (stereo unspecified)	1.2	0	4	-3	7	18	0	-4	3
COc1cc2c(=O)n(CCC(=O)NCC3CCCO3)c(=O)n(CC(=O)Nc3ccccc3C)c2cc1OC (stereo unspecified)	2.3	-10	4	-2	-9	16	0	4	0
C[C@H](CO)N1C[C@H](C)[C@H](CN(C)C(=O)Nc2cccc3ccccc23)Oc2c(NC(=O)c3ccc(-c4nccs4)cc3)cccc2C1=O	1.2	1	10	-3	1	11	-4	-2	13
CCN(Cc1cc(=O)n2ccsc2n1)Cc1nc2ccccc2c(=O)[nH]1	-2.2	-1	9	1	-1	29	-1	1	-2
COc1ccccc1C(c1nnnn1Cc1ccccc1)N1CCC(C(N)=O)CC1 (stereo unspecified)	-1.0	7	6	-2	7	1	-2	-12	8
Cc1ccc(C(=O)c2cc([N+](=O)[O-])ccc2N2CCCCC2)c(C)c1	1.4	17	35	-6	30	14	16	32	55*
CC(C)CCNC(=O)C(C)N(Cc1ccc(F)cc1)C(=O)c1ccc(CN2CCCCC2)o1 (stereo unspecified)	-0.7	-4	28	-4	9	1	-3	-4	22
COc1cc(C(=O)Nc2ccc(C)cc2)c2ccccc2n1	0.5	-6	-8	-2	3	1	19	1	64*
CCN(CC)C(=O)CSc1ncnc2sccc12	2.2	0	5	-3	2	6	3	0	-10
FC(F)(F)c1ccc(Nc2nnnc3ccccc23)cc1	2.8	-3	8	-1	0	11	0	2	21
CCCOc1ccc(C(=O)NC(=S)Nc2nc3ccccc3s2)cc1	2.2	12	16	-5	17	8	3	3	-13
CCc1c(C)sc(NC(=O)OC)c1C(N)=O	-2.2	-1	-5	-3	13	14	0	5	4
CCCS(=O)(=O)N1CCN(Cc2ccncc2)CC1	2.7	-6	14	-7	1	10	-2	-9	2
Cc1onc(-c2c(F)cccc2Cl)c1C(=O)OCC(=O)c1c(N)n(C)c(=O)n(C)c1=O	1.7	-1	14	-4	-6	14	3	-4	12
O=C(COC(=O)c1ccc(NS(=O)(=O)c2cccs2)cc1O)NCc1ccccc1	-0.7	4	11	-3	13	-2	-1	0	38
Cc1ccc(/C=N/NC(=O)c2ccc(NC(=O)c3ccc(Cl)cc3)cc2)o1	0.6	-2	-23	1	0	-1	-3	3	4
COC(=O)c1c(C)[nH]c(C(=O)COC(=O)Cc2ccc3c(c2)OCCO3)c1C	-1.0	-10	27	-2	-4	0	-1	10	16
Cc1cc(OCC(=O)NC(C)C)cc(C)c1Br	-0.5	-7	0	-1	1	-7	-1	4	25
O=C(C1CCN(Cc2ccccc2O)CC1)N1CCN(Cc2ccc3c(c2)OCO3)CC1	-0.9	1	0	6	23	4	-1	-1	12
Cc1ccc(NS(=O)(=O)c2ccc(C)c(NC(=O)COc3ccccc3)c2)c(C)c1	1.1	-2	31	0	6	-1	-2	-1	-3
CCCc1cc(=O)oc2c(CN3CCN(C)CC3)c(O)c(Cl)cc12	1.0	-4	-15	-4	-7	-5	1	-5	-3
O=c1cc(CO)occ1OCc1cccc(C(F)(F)F)c1	2.4	12	14	-2	-2	9	4	-19	-33
CCc1cc(C(=O)Cc2ccccn2)c(O)cc1O	0.1	-4	15	0	5	-12	4	-19	4
COc1ccc(/C(O)=C2\C(=O)C(=O)N(CCN(C)C)C2c2cc(OC)c(OC)c(OC)c2)c(C)c1 (stereo unspecified)	-2.3	-13	-5	-3	-14	18	-4	1	3
O=C(NCCCN1CCCC1=O)Nc1ccc(Br)cc1Cl	2.6	5	8	-2	-7	2	-1	7	-9
Cc1ccc(OS(=O)(=O)c2ccccc2)c(/C=N/N=C2\NC(=O)C(C)S2)c1 (stereo unspecified)	0.7	-6	3	-4	2	1	-1	-20	15
O=C(NCc1cccs1)c1ccc(S(=O)(=O)N2CCOCC2)cc1	-1.2	0	8	0	-2	12	0	-1	5
CCC(C)(C(=O)NC1CCCCC1)N(Cc1cccs1)C(=O)c1ccccn1 (stereo unspecified)	-0.9	-3	14	0	14	1	-3	25	-4
COCCCNc1nc2nonc2nc1N1CCN(Cc2cccc(C)c2)CC1	-0.2	-6	-2	-1	4	12	1	-1	14
CC1CCCN(C(=O)C2CCN(S(=O)(=O)c3cccc4nsnc34)CC2)C1 (stereo unspecified)	0.6	0	8	-4	1	-5	-1	-5	-17
O=C(NCc1ccccc1)C(=O)NCC(c1ccco1)N1CCN(c2ccccc2F)CC1 (stereo unspecified)	5.0	-8	17	-1	6	-7	-2	4	22
CN(CCCC(=O)NCc1ccc2c(c1)OCO2)S(=O)(=O)c1ccc([N+](=O)[O-])cc1	3.8	-13	11	15	-10	-109	-3	-9	0
CN(C)CCNC(=O)Cn1nc(-c2ccc(Cl)cc2)ccc1=O	-0.1	-4	-11	.	3	-32	-1	-3	4
COc1cccc(CN2CC(C(=O)N(C)Cc3nc4ccc(F)cc4[nH]3)CCC2=O)c1 (stereo unspecified)	-0.4	-4	-11	-1	6	0	-4	2	9
CC(C)NC(=O)c1ccc2c3n(nc2c1)-c1ccc(Cl)cc1CO3	7.3	2	37	10	2	8	5	0	-204
Cc1ccc(-c2csc3nc[nH]c(=O)c23)cc1C	2.4	0	39	1	-4	5	3	-3	23
CC1(C)Cc2ccccc2-c2nnnn21	-1.0	5	3	0	5	9	-3	-2	-13
COc1ccccc1CN1CCNC(=O)C1CC(=O)NCc1cn(C)nc1C (stereo unspecified)	7.6	-1	3	-4	-8	-6	-1	-13	16
N#C/C(=C\c1ccc(Cl)cc1)c1nc2ccccc2o1	3.3	2	76*	-1	6	-18	2	8	26
Cc1ccsc1C(C(=O)NC1CCCCC1)N(C(=O)Cc1cccs1)C1CC1 (stereo unspecified)	-3.3	8	16	-8	1	0	-6	2	-2
COc1ccc(/C=N/NC(=O)c2ccoc2C)cc1COc1c(C)cccc1C	18	-14	39	3	-8	-10	9	-4	76*
COc1ccc(F)cc1S(=O)(=O)NCC1CCCO1 (stereo unspecified)	4.5	-1	16	4	1	14	-3	-5	1
CCOC(=O)CSC1=C(C#N)C(c2ccccc2OCC)C(C#N)C(=O)N1 (stereo unspecified)	-2.1	5	10	-5	16	5	8	-11	-1
COc1cc(C=O)ccc1OCC(=O)N1CCCC1	2.8	0	9	-2	15	-3	-5	-10	16
CCCNC(=O)C(Cc1ccc(F)cc1)NC(=O)c1ccc(C#N)cc1 (stereo unspecified)	-0.2	6	4	-2	12	-3	-3	-4	7
CCCn1nnc(NC(=O)c2cccc(Cl)c2)n1	2.5	3	7	0	-11	6	-2	-3	0
CCCCn1c(N)c(N(CC(C)C)C(=O)C2CSC3(C)CCC(=O)N23)c(=O)[nH]c1=O (stereo unspecified)	1.9	-11	5	-6	0	1	3	-11	42
CCOC(=O)C(C)c1c(C(=O)c2ccc(C)nc2)c2ccccc2n1C (stereo unspecified)	-0.5	.	16	-1	.	2	-6	.	-13
COc1ccc(CN2CCNC(=O)C2CC(=O)NC2CC(C)(C)CC(C)(C)C2)cc1OC (stereo unspecified)	0.0	1	15	-2	4	11	-3	1	-2
Cc1ccc(S(=O)(=O)/N=C2/NC(=O)/C(=C/c3cc([N+](=O)[O-])ccc3O)S2)cc1	-2.4	6	16	-6	24	31	-4	5	0
Cc1cc(N2CCC(C(=O)NC3CC3)CC2)nc(-c2ccccc2)n1	-0.3	-4	20	3	4	3	0	-8	7
COc1ccc(OCCn2cc(/C=N/NC(=O)c3ccncc3)c3ccccc32)cc1	-2.5	6	26	1	10	-15	0	0	15

Next records:
molecule	CHOP UPR activ	CXCR6 inh	tim23-1 inh	APJ agonist	CCR6 antagonist	APJ antag	XBP1 UPR activ	EBI2 antag	Mdm2 MdmX PPI
O=C1CCCC2=C1C(c1ccco1)Nc1ccc(C(=O)c3ccccc3)cc1N2 (stereo unspecified)	1.6	-3	-28	-2	14	13	-5	14	12
CC(=O)N1CCN(C(=O)c2ccc(OC3CCN(CCc4ccccc4)CC3)cc2)CC1	2.2	-5	2	-4	3	15	-1	-10	16
CCC(=O)N(Cc1cc(=O)[nH]c2ccccc12)c1ccc(C)cc1	-1.0	-5	22	-2	10	-2	3	0	19
COCC1CCN(Cc2cn[nH]c2-c2ccc(OC)cc2F)C1 (stereo unspecified)	-1.6	4	7	-3	14	-11	-2	12	-4
COc1ccc(CCn2c3c(c(=O)[nH]c2=O)C(NC(=O)c2cccs2)(C(F)(F)F)C(=O)N3)cc1OC (stereo unspecified)	0.0	3	2	-2	3	-4	1	4	26
Cc1ccc(N(C)S(=O)(=O)c2cccc(C(=O)NC3=NCCS3)c2)cc1	-1.8	5	15	9	15	11	1	4	14

Compound activity deposited in PubChem BioAssay by Sanford-Burnham Center for Chemical Genomics.
